Bioassay records: PubChem BioAssay, PCMD
CatB block: human cathepsin B inhibitors, primary screen, biochemical, fluorogenic substrate | purified cathepsin B, fluorescence | inhibition, %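 (tested at 10 µM)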 | 63,000 tested, 0.1% active; in the data active = inhibition above about 21%;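 also: 0% = enzyme with no compound and 100% = no enzyme blank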
C1s block: complement C1s protease inhibitors, primary screen, biochemical, 10-compound mixtures; Complement C1s subcomponent (Homo sapiens), P09871; purified C1s, fluorogenic AMC substrate, pooled mixtures; mean inhibition % of two 10-compound mixtures (active compounds read high), % at 5 µM (by protocol); 62,000 tested, 0.16% active; AID 538, 2006;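 active = inhibition above 20% in each of the two 10-compound mixture wells holding the compound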;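 also: 0% = enzyme wells lacking compound mixture and 100% = no-enzyme blank wells; some compounds called inactive have numbers as strong as hits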
CatS inh: inhibitors of human cathepsin S, biochemical, compound mixtures | inhibition, %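 (tested at 5 µM per compound within 10-compound mixtures)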 | 62,000 tested, 0.06% active | AID 501, 2006 | P25774 | recombinant cathepsin S, AMC dipeptide fluorescence, pooled mixtures; in the data active = inhibition above about 32%, passing the limit was not always enough; inconclusive = no clear call, values can overlap the other calls;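 also: 0% = enzyme without compound and 100% = blank without enzyme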
CatG inh: human cathepsin G inhibitors, primary screen, biochemical, pooled compound mixtures, AMC fluorescence; P08311; purified enzyme, AMC-tetrapeptide fluorescence; inhibition, % at 5 µM (by protocol); 62,000 tested, 0.2% active; AID 581, 2007;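 active = inhibition above 20% in each of the two mixture wells holding the compound; inactive = inhibition of 20% or less in either well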;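 also: 0% = enzyme control without mixture and 100% = blank lacking enzyme; strong numbers were not always called active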
Target sequence (P08311 21-244 limits assumed): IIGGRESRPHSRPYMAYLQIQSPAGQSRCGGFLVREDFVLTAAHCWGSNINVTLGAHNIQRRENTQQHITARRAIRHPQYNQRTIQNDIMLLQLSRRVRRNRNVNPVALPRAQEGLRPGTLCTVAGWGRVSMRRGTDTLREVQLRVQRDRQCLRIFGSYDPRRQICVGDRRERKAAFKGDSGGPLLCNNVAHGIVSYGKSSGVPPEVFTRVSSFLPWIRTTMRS
AP complement: alternative complement pathway inhibitors, primary screen, biochemical, ELISA, human serum, orthogonally pooled compounds; 62,000 tested, 0.08% active; LPS-coated ELISA, C3 deposition; tested in compound mixtures; inhibition, % at 5 µM;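 active = inhibition above 30% in each of the two pooled mixtures holding the compound, so the lower value exceeds 30%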;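 also: 0% = serum in Mg-EGTA without compound and 100% = EDTA serum blank; some compounds past the cut are filed as inactive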
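Medium: diluted human serum in Mg2+-EGTA GVB++. Assay system: human serum complement alternative pathway, C3 deposition onto LPS. Also added: Plate-bound LPS. Technique: Anti-C3 ELISA, OD 450 nm. Measure: percent inhibition. Incubation: 1 h at 37 °C. Dosing: 5 µM each compound, pools of ten, 50 µM per pool.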
CatL block: inhibitors of human cathepsin L, biochemical; AID 460, 2006; 58,000 tested, 0.17% active; inhibition, %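 (tested at 10 µM)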; purified cathepsin L, fluorogenic substrate, fluorescence; Procathepsin L (Homo sapiens), P07711; in the data active = inhibition above about 45%;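 also: 0% = enzyme with no compound and 100% = no enzyme blank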
FXIa mix inh: FXIa protease inhibitors in compound pools, primary screen, biochemical, 10-compound mixtures; inhibition, % at 5 µM; purified FXIa, fluorogenic substrate, pooled mixtures; AID 680, 2007; 62,000 tested, 0.19% active; in the data active = inhibition above about 20%, passing the limit was not always enough;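 also: each value is inhibition by a whole ten-compound pool holding the compound; 0% = enzyme with no mixture and 100% = wells lacking enzyme; strong numbers were not always called active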
Target sequence (P03951 19-387 limits assumed): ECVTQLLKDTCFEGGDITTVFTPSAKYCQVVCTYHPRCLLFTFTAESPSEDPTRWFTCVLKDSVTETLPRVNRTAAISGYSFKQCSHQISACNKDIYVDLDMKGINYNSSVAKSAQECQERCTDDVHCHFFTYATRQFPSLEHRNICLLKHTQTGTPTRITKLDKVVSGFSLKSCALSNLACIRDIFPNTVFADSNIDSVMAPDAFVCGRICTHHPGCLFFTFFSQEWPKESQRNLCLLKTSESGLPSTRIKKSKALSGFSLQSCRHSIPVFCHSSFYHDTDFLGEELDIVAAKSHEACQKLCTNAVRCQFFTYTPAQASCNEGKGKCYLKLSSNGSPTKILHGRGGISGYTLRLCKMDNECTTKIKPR
Target sequence (P03951 388-625 limits assumed): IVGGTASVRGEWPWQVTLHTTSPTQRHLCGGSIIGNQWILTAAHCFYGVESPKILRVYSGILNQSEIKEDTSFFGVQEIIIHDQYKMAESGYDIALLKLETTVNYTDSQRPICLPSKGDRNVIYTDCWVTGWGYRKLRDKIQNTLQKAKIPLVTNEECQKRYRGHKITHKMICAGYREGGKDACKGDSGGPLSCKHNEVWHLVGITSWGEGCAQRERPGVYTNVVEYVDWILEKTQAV
Ec RNAP inh: E. coli RNAP inhibitors, biochemical | DNA-directed RNA polymerase subunit beta (Escherichia coli (strain K12)), P0A8V2 | E. coli RNA polymerase, fluorescence transcription assay | inhibition, %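 (tested at 10 µM)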 | 62,000 tested, 0.2% active; in the data active = inhibition above about 20%;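 also: 0% = enzyme without compound and 100% = no enzyme blank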
CatB mix inh: cathepsin B inhibitors from pooled compounds, primary screen, biochemical, compound mixtures, AMC fluorescence; P07858; Purified cathepsin B, AMC dipeptide fluorescence; inhibition, %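 (ten-compound pools at 5 µM per compound and 50 µM total)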; 62,000 tested, 0.06% active; AID 488, 2006; in the data active = inhibition above about 22%, passing the limit was not always enough; inconclusive = no clear call, values can overlap the other calls;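 also: 0% = enzyme without compound and 100% = no enzyme blank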
* = called active by the depositor; u = inconclusive; x = not tested or not shown. This is a subset, so the mix of outcomes need not match the whole.

CatB block,C1s block,CatS inh,CatG inh,AP complement,CatL block,FXIa mix inh,Ec RNAP inh,CatB mix inh,Molecule
1,0,1,-1,11,-8,3,3,1,CCN(CC)S(=O)(=O)c1cccc(C(=O)N2CCCCC2)c1
-5,-21,10,-4,20,-269,1,-3,-2,CCN(CC)CCNC(=O)c1c(O)c2cc(OC)c(OC)cc2[nH]c1=O
-3,2,4,1,6,16,4,5,-3,CC1CN(C(=O)c2ccc(COCC(F)(F)F)o2)CC(C)O1 (centres undefined)
2,-41,u,-8,5,5,-4,-3,-3,COc1ccccc1-n1cnc2cc(NC(C)=O)ccc21
-3,3,11,1,10,-4,10,9,8,CC1CCCC(C)N1C(=O)CN1C(=O)C(C)(C)Oc2ccc(C(=O)NC3CCCCC3)cc21 (centres undefined)
6,45,1,7,13,1,0,7,2,COC(=O)c1ccccc1NC(=O)CN(C1CCCCC1)S(C)(=O)=O
-2,15,9,9,4,36,3,4,7,CCOC(=O)C1CCN(Cc2ccc(OC)cc2OC)CC1
5,20,-3,21,6,-1,17,5,14,COCCNC(=O)CSc1ccc(C)cc1
-4,-10,-2,-1,8,-3,2,7,5,O=C(c1ccccc1)N1CCN(c2ccccc2F)CC1
-1,10,1,11,-2,-15,6,4,2,COc1ccc(C(=O)CSc2nnc(CNc3nc(-c4ccccc4)cs3)n2C)cc1
-6,3,10,-1,11,5,7,6,4,CC1=C(C)CC(C(=O)c2ccccc2)C(C(=O)O)C1 (centres undefined)
-2,-1,11,1,0,-2,9,4,3,COc1ccc(C)cc1NS(=O)(=O)c1cccc2nonc12
-1,2,5,-3,-1,6,3,4,2,O=S(=O)(c1ccccc1)N1CCN(c2ncnc3sc(-c4ccccc4)cc23)CC1
1,-5,21,3,-4,-1,11,3,2,COc1ccc(C)cc1S(=O)(=O)N(C)CC(=O)Nc1ccc2c(c1)OCO2
7,0,15,3,-17,12,5,10,1,O=C(NCCc1c[nH]c2ccccc12)c1cc(S(=O)(=O)N2CCCCC2)ccc1N1CCOCC1
2,1,6,0,-1,0,5,0,4,CCC1(C)Cc2c(C#N)c(N)n(-c3ccccc3)c(=O)c2CO1 (centres undefined)
15,5,4,8,17,-6,-2,-1,5,O=C(O)CC(c1ccccc1)n1cnnn1 (centres undefined)
7,-107,-3,-4,-6,12,-17,14,2,CCCCCCSc1nsc(NC(C)=O)n1
0,15,-3,10,22,8,5,8,5,Cn1c(=O)c2c(-c3ccccc3)n(Cc3ccccn3)cc2n(C)c1=O
2,-12,-3,-19,7,-13,-1,x,3,CC1(C)CC(=O)c2c(nc3ccccc3c2N)C1
1,9,1,11,6,x,7,9,3,CN(C)S(=O)(=O)c1ccc(C(=O)OCc2ccc(C#N)cc2)cc1
-2,21,7,12,25,-2,11,10,4,Cc1cccc(NC(=O)CN(C)S(=O)(=O)c2ccccc2)n1
2,13,10,8,-9,34,1,7,0,CCOC(=O)c1c(C)[nH]c(C(=O)COC(=O)C2CC(=O)N(Cc3ccccc3)C2)c1C (centres undefined)
1,-61,0,-5,15,-5,4,0,-3,COCCCN1Cc2cccc(C(=O)O)c2C1=O
-1,-5,3,3,1,12,11,0,-1,CCOc1cc(-c2c(C)c(C)nc(N)c2C#N)ccc1O

(cont.)
CatB block,C1s block,CatS inh,CatG inh,AP complement,CatL block,FXIa mix inh,Ec RNAP inh,CatB mix inh,Molecule
6,-2,6,11,1,x,2,12,-1,c1ccc(-c2cc3c(ccc4nonc43)nn2)cc1
2,13,-8,12,8,-1,3,5,5,Cc1cc(C)c(OCC(=O)Nc2cccc(O)c2)cc1C
-6,-6,3,0,2,-13,-3,5,-3,Nc1ccc2oc(-c3cccc4ccccc34)nc2c1
-3,1,4,6,13,10,12,4,-1,O=C(NCc1cccs1)c1noc2c1CCCCC2
4,2,-3,10,1,1,4,3,8,Cc1ccc(S(=O)(=O)N2CCC(C(=O)N3CCN(Cc4ccccc4)CC3)CC2)cc1
0,-12,0,-12,-11,-1,-4,-9,-4,CCS(=O)(=O)c1ccc2oc(Nc3ccccc3C)nc2c1
-2,-45,12,-2,0,2,-3,3,-5,Cc1cccc(OCCn2c(NC(=O)c3ccco3)nc3ccccc32)c1
3,16,-2,7,11,-6,5,2,6,COC(=O)Cn1c(CCS(=O)(=O)c2ccc(C)c(C)c2)nc2ccccc21
4,3,3,8,11,x,0,7,2,COc1ccc(Cc2nnc(-c3cccc(C)c3)o2)cc1OC
1,11,-3,8,0,-3,5,5,11,CCn1c(CNc2ccc(F)cc2)nnc1SCC(=O)OC1CCCCC1
2,17,-6,10,-8,11,8,6,-1,Cc1cccc(-n2c(SCC(=O)Nc3nnc(C)s3)nnc2-c2ccoc2C)c1
6,0,17,-1,15,-1,4,-1,0,O=C1CSc2ccc(C(=O)N3CCN(c4ccccn4)CC3)cc2N1
5,6,21,12,2,-6,12,10,2,CCC(CC)C1C(C#N)=C(N)Oc2n[nH]c(C)c21 (centres undefined)
-3,0,-2,-1,14,x,6,-1,-3,CCN(CC)S(=O)(=O)c1ccc(NC(=O)c2c(-c3ccccc3)noc2C)cc1
1,1,4,-1,5,2,2,6,9,CCN1C(=O)C2(Nc3ccccc3-c3nc4ccccc4n32)c2cc(OC)ccc21 (centres undefined)
3,12,-2,8,12,3,6,2,3,O=C(O)CCC(=O)c1ccc2c(c1)OCCO2
4,12,2,10,13,-6,6,3,0,CCOc1cc(C(=O)Nc2cc(=O)n(C)c(=O)n2C)cc(OCC)c1OCC
4,-15,8,7,0,10,-3,2,1,COc1ccc(Cn2c(=O)sc3ccccc32)cc1
2,10,-9,7,7,2,8,15,-1,O=c1[nH]c2ccsc2c(=O)n1-c1ccc(F)cc1
-1,7,1,4,11,1,32,1,1,CC(C)C12CN3CC(C(C)C)(CN(C1)C3c1ccccc1)C2O (centres undefined)
-2,-25,10,-3,-10,-8,-5,6,-1,Cc1ccc(N2CCN(C(=O)N3CCCC3)CC2)cc1Cl
0,-14,1,-8,-14,2,5,-2,3,CCCn1c(=O)c2ccccc2n2c(SCN3C(=O)c4ccccc4C3=O)nnc12
1,0,-7,7,12,-1,4,-2,2,C1CCN=C(Nc2nn[nH]n2)CC1
6,-52,1,-14,-4,11,-12,7,0,CCOC(=O)N1CCC(NS(=O)(=O)c2cc3c(cc2Cl)NC(=O)CO3)CC1
2,-6,4,-1,7,-4,6,5,7,CCOC(=O)CNC(=O)CSc1nnc(-c2ccco2)n1Cc1ccco1

Sorted by length of the SMILES (ascending): some entries from above.
CatB block,C1s block,CatS inh,CatG inh,AP complement,CatL block,FXIa mix inh,Ec RNAP inh,CatB mix inh,Molecule
4,3,3,8,11,x,0,7,2,COc1ccc(Cc2nnc(-c3cccc(C)c3)o2)cc1OC
6,0,17,-1,15,-1,4,-1,0,O=C1CSc2ccc(C(=O)N3CCN(c4ccccn4)CC3)cc2N1
2,17,-6,10,-8,11,8,6,-1,Cc1cccc(-n2c(SCC(=O)Nc3nnc(C)s3)nnc2-c2ccoc2C)c1

New compounds follow
CatB block,C1s block,CatS inh,CatG inh,AP complement,CatL block,FXIa mix inh,Ec RNAP inh,CatB mix inh,Molecule
-5,2,5,2,-4,3,1,3,-3,CCOC(=O)N1CCN(C(=O)c2ccc3c(=O)n(CCc4ccccc4)c(=S)[nH]c3c2)CC1
-6,-34,-6,-1,17,-6,4,-1,5,O=C(CSc1ncnc2nc[nH]c12)N1CCN(c2ccccc2)CC1
1,-9,7,-3,-9,-27,-3,4,3,O=C(Nc1sc2c(c1C(=O)NC1CCCCC1)CCC2)c1ccco1
1,22,4,15,16,4,7,2,4,NS(=O)(=O)c1ccc(NC(=O)c2ccccc2C(=O)N2CCCCC2)cc1
1,-9,-5,-11,-7,3,0,-2,-2,COc1ccc(NS(=O)(=O)c2ccc(Br)s2)cc1OC
0,-20,-5,-12,-5,3,4,-1,2,CC1CCC(C(C)C)C(OC(=O)COC(=O)c2cccn2C)C1 (centres undefined)
4,-8,-1,6,20,x,-6,5,1,COc1ccc(-c2nnc(SCC(=O)c3[nH]c(C)c(C(C)=O)c3C)o2)cc1
1,17,-6,9,19,-24,9,-13,2,COc1ccc(CN(Cc2cc3ccc(C)cc3[nH]c2=O)Cc2nnnn2C2CCCC2)cc1
3,13,-6,9,4,12,7,5,1,c1ccc(N(c2ccccc2)c2nc(-n3ccnc3)nc(-n3ccnc3)n2)cc1
-6,0,-1,0,15,3,6,8,4,Cc1c(N=Cc2nc3ccccc3[nH]2)c(=O)n(-c2ccccc2)n1C
3,5,3,-31,-2,2,4,4,1,Cc1ccc(-n2ncc3c(=O)[nH]c(SC(C)C)nc32)cc1
4,1,-7,5,21,x,5,9,4,COc1ccc2c(Cl)c(-c3nnc(SCC(N)=O)n3C)sc2c1
-1,-66,-2,-11,1,0,-5,7,0,COc1ccc(OCC(O)Cn2c(=N)n(Cc3ccccc3)c3ccccc32)cc1 (centres undefined)
9,-7,17,-2,-6,3,1,8,2,CCOC(=O)c1cc2sccc2n1CC(=O)N1CCCC1
3,-6,-2,9,9,12,-4,5,-3,O=C(O)c1ccccc1OCCOCCOc1ccccc1C(=O)O
3,6,-8,8,11,19,-1,5,0,O=C(CN1CC(=O)Oc2ccccc21)OCC(=O)c1cccc(Br)c1
